# Screens deposited in PubChem by National Center for Advancing Translational Sciences (NCATS).
# EPAC2 antag = antagonists of human EPAC2 | Potency, µM (titrated, usually from 114 µM), for inactives: at the highest dose activity, negative = inhibition, usual class: inhibitors | hit rate 0.18% among 360,000 | EPAC2 GEF exchange of Rap1B-BODIPY-GDP, fluorescence; further: potency means the concentration at half of the fitted maximal effect; on the % scale 0 is the no-effect control and ±100 the full control effect; nearly all actives have a fitted effect of over 45% in size; many of its hits are not listed in these tables
# CCT chaperon mod = modulators of cytosolic chaperonin (CCT/TRiC) activity. purified chaperonin ATPase assay, HTRF ADP detection, 30 min. activity change, % (concentration not given with the values), hits read low. hit rate 0.3% among 360,000. AID 651819; in the data active means activity change below about -30%; further: on the % scale 0 is the no-effect control and ±100 the full control effect
#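 Nucleotide hydrolysis assay: TRiC at 20–40 nM final (set by batch activity) with 10 uM ATP, 30 min at 37 °C, in presence of 76 uM compound. Detection by competitive ADP HTRF, 30 min ambient.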
# DRD3 agonist = D3 dopamine receptor (human) agonism. P35462. D3R DiscoveRx beta-arrestin cells, luminescence, 90 min. max activation, %. hit rate 0.58% among 410,000. AID 652048; in the data active means max activation above about 30%; further: 0% is about no effect; mostly tested at two doses, the higher about 12 µM
# Target sequence (P35462 whole entry, looked up): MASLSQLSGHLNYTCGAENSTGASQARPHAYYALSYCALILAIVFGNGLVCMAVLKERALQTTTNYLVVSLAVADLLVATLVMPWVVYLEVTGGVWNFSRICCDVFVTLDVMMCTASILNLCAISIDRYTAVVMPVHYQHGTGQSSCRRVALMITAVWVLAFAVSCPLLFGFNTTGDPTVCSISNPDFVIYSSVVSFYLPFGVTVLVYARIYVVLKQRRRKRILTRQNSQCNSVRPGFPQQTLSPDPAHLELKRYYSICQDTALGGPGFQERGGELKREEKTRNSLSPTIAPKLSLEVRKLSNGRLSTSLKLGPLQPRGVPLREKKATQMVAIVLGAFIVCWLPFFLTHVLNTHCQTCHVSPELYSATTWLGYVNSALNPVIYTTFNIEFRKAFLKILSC
#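 Agonist-mode cell screen: cells plated at 1500/well and incubated overnight at 37 °C, then exposed to library compounds for 90 min at 37 °C. Detection reagent was added for 30–60 min at room temperature, and luminescence was read.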
# EPAC2 agonist = activates human EPAC2 exchange factor. hit rate 0.079% among 360,000. EPAC2 activation, biochemical qHTS; response scale: 100% = 6.5 mM cAMP response. Potency, µM (titrated, usually from 154 µM), for the others: at the highest dose activation, actives largely listed as activators. Q8WZA2; further: potency means the concentration at half of the fitted maximal effect; nearly all actives have a fitted effect of over 50% in size
#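 Each well held 100 nM EPAC2, 250 nM RAP1B-BODIPY-GDP and 50 uM GDP. Fluorescence, read at 5-min intervals to 30 min, was referenced to a 6.5 mM cAMP positive control.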
# PTHR1 ag = activates the human parathyroid hormone receptor PTHR1; Potency, µM (doses to about 115 µM), for inactives: at the top dose activation, hits mostly activators; HEK293 GP2 PTHR1 cells, GloSensor cAMP luminescence, 1 h; hit rate 0.075% among 410,000; Q03431; further: potency means the concentration at half of the fitted maximal effect; nearly all actives have a fitted effect of over 55% in size; some results filed as inactive show a strong effect at the top dose; inactives centre near -15; many of its hits are not listed in these tables
# Target sequence (Q03431 whole entry, looked up): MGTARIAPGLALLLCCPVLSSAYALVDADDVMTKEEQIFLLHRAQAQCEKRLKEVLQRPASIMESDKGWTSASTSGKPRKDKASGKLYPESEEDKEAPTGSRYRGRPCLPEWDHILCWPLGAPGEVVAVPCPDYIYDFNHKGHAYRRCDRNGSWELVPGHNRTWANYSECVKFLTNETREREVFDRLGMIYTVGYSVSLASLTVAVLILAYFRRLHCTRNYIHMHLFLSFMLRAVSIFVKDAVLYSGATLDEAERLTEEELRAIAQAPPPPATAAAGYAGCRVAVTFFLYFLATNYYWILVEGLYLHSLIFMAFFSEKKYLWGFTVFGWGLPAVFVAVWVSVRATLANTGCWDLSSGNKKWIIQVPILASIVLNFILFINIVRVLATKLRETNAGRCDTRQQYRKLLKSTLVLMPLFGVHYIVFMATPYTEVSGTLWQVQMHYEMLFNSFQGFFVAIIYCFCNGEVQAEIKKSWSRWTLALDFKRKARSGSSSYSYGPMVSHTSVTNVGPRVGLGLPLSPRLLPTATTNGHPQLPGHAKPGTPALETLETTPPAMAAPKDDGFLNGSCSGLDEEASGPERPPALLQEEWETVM
#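 HEK-293-derived GP2 cells expressing PTHR1 and a GloSensor cAMP reporter, 3,000/well, plated overnight, given luciferin plus IBMX (each 0.5 mM as added) for 1 h at 37 °C, then compound for 1 h at 37 °C. Luminescence was read after 15 min at room temperature.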
# Akt phos inh = inhibitors of Akt phosphorylation. AID 651550. hit rate 0.32% among 360,000. activity change, % for hits at 50 µM. Neuro2A IGF-stimulated pAkt S473 HTRF, 20 min; hits give low values; in the data active means activity change below about -80%; inconclusive means mostly about -51% to -80%; further: on the % scale 0 is the no-effect control and ±100 the full control effect
#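 Neuro2A cells (4,500/well, DMEM with 0.5% FBS) were treated with compound at a single 50 µM final concentration, stimulated with 6 nM IGF for 20 min at 37 °C, and lysed. Phospho-Akt Ser473 was read by HTRF as 665/615 ratio ×10^4.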
# D3 antag = D3 dopamine receptor (human) antagonism | hit rate 2.5% among 360,000 | D3R cells, DiscoveRx beta-arrestin luminescence, antagonist mode; hits give low values | P35462 | max response, negative = inhibition, %; in the data active means max response below about -50%; inconclusive means no clear call, values can overlap the other calls; further: on the % scale 0 is the no-effect control and ±100 the full control effect; mostly tested at two doses, the higher about 12 µM
#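 Cells expressing the human receptor were seeded at 1500 cells/well, incubated overnight at 37 degrees C in 5% CO2, then exposed to library compounds with dopamine controls for 90 minutes at 37 degrees C before luminescent detection.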
# Mm-Cpn inhibitor = blocks the Methanococcus maripaludis chaperonin Mm-Cpn; purified Mm-Cpn ATPase, ADP Transcreener TR-FRET; hit rate 0.031% among 330,000; Potency, µM (doses to about 76.9 µM), inactives show at the top dose activity, negative = inhibition, most hits filed as inhibitors; further: potency means the concentration at half of the fitted maximal effect; on the % scale 0 is the no-effect control and ±100 the full control effect; nearly all actives have a fitted effect of over 80% in size
#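 Reaction buffer contained 30 mM Tris pH 7.4, 100 mM KCl, 5 mM MgCl2 and 1 mM DTT. Mm-CPN (25 nM final) hydrolysed 10 uM ATP over 30 min at 37°C; ADP was read by HTRF.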
# Numbers without * were called inactive; i = inactive; ? = inconclusive; nt = not tested or not shown; & = joins results of further samples; [ ] = another dose, or the depositor's remark. Unless noted, the call rests on the fitted dose curve; in most records, active means well fitted curve in the direction sought with a large enough effect; inconclusive means small, poorly fitted or top-dose-only effect, or another doubt; inactive means no such curve, though single readings can be large; an effect the other way counts as inactive or inconclusive. Some of the compounds tested (hit frequency here may not be typical).
# The opening 2 compounds, ahead of the listing:
compound	EPAC2 antag	CCT chaperon mod	DRD3 agonist	EPAC2 agonist	PTHR1 ag	Akt phos inh	D3 antag	Mm-Cpn inhibitor
O=C(CNc1cc(S(=O)(=O)N2CCOCC2)ccc1N1CCCC1)Nc1ccc(Cl)cc1F	-21%	-0.1	5	9%	i	i	24	nt
COc1cccc(CNC(=O)CCC2CCCN(C(=O)c3cc(C)[nH]n3)C2)c1 (stereo not given)	9%	1.3	-4	-4%	-12%	i	4	1%

# This part in full (from the top)
compound	EPAC2 antag	CCT chaperon mod	DRD3 agonist	EPAC2 agonist	PTHR1 ag	Akt phos inh	D3 antag	Mm-Cpn inhibitor
O=C(CNc1cc(S(=O)(=O)N2CCOCC2)ccc1N1CCCC1)Nc1ccc(Cl)cc1F	-21%	-0.1	5	9%	i	i	24	nt
COc1cccc(CNC(=O)CCC2CCCN(C(=O)c3cc(C)[nH]n3)C2)c1 (stereo not given)	9%	1.3	-4	-4%	-12%	i	4	1%
O=C(O)CSC1CC(=O)N(c2ccc(Cl)cc2)C1=O (stereo not given)	-6%	0.5	2	6%	-10%[57.5 µM]	i	-15	0%
COCC(=O)N(Cc1cc2ccc(C)cc2[nH]c1=O)c1ccc(OC)cc1	-3%	0.3	0	-5%	i	i	?	0%
Cc1ccc(C(C)NC(=O)C2CCCC2)cc1C (stereo not given)	3%	1.1	1	3%	-19%	i	8	-1%
CCc1c(-c2ccccc2)nc2sc3c(c2c1N)CCCC3	0%	2.1	21	10%	-3%	i	4	?
CCCCN(C)CCNC(=O)CCn1nc(-c2ccc(C)cc2)ccc1=O	2%	-5.2	11	0%	i	i	7	1%
COc1cccc(S(=O)(=O)Nc2ccc3c(c2)C(=O)N(C)C[C@H](OC)[C@H](C)CN[C@@H](C)CO3)c1	-10%	nt	1	5%	i	i	7	nt
COc1cccc(C2C(C(=O)Nc3ccc(C)cc3C)=C(C)Nc3ncnn32)c1OC (stereo not given)	-6%	-0.3	-2	9%	-3%	i	-29	0%
COC(=O)[C@@]1(Cc2ccc(F)cc2)[C@H]2c3cc(C(=O)N(C)C)n(CCc4ccc(OC)c(Br)c4)c3C[C@H]2CN1C(=O)c1ccccc1	4%	-0.8	-21	6%	-9%	i	-19	0%
Clc1ccc(NCn2cncn2)nc1	-3%	-2.6	-3	1%	-41%[inhibitor]	i	-2	0%
C/C(=N\NC(=O)c1nnn(-c2nonc2N)c1-c1cccs1)c1ccc(C)cc1	-3%	0.4	0	7%	-4%	i	-6	1%
CC1=C(C(=O)OCC2CCCO2)C(c2ccsc2)C2=C(CC(C)(C)CC2=O)N1 (stereo not given)	-3%	0.7	0	2%	-4%	i	-2	-6%
C=CCn1c(SCC(=O)Nc2nc(C)cs2)nnc1C(CO)NC(=O)c1ccccc1 (stereo not given)	4%	-0.6	-1	8%	i	i	-17	-2%
CC1CCN(CCNC(=O)c2ccc3c(=O)n(Cc4ccc(Cl)cc4)c(=S)[nH]c3c2)CC1	1%	-0.9	-4	-6%	-30%[inhibitor]	i	-14	-1%
COc1ccc(C(=O)Nc2cccc3c2CCCC3)cc1	-3%	-0.1	-23	7%	-6%	i	-15	-2%
O=C(NCCc1cccnc1)c1cc(COc2ccc(F)cc2Cl)on1	0%	-4.5	2	1%	-29%	i	3	0%
CC(C)(C)[C@H]1C=C(C(=O)N2CCOCC2)O[C@@H](OCCCCO)C1	-2%	2.6	10	4%	-14%	i	-7	nt
CCOC(=O)Nc1cccc(NC(=O)c2cc(OC)cc(OC)c2)c1	2%	0.3	-14	10%	-32%[inhibitor]	i	-22	1%
Cn1c(=O)[nH]c(N)c(Br)c1=O	8%	-2.7	-2	3%	-17%	i	-5	nt
CC(OC(=O)/C=C/c1cccc(C(F)(F)F)c1)C(=O)NC1CCCCC1C (stereo not given)	3%	-0.7	7	13%	-2%	i	-11	1%
CN(C)CC(O)COC(c1ccc(Cl)cc1)c1ccc(Cl)cc1 (stereo not given)	-1%	-0.6	-14	-1%	i	i	-6	-2%
Cc1nc2c(C)cccc2c2c1CCS2	-5%	0.9	-3	-5%	7%	i	6	1%
NC(=O)C1CCN(S(=O)(=O)c2ccc3c(c2)OCCO3)CC1	0%	-3.0	-14	0%	28%	i	10	-10%
Cn1cccc1CN1CCC[C@]2(N[C@H](c3ccccc3)[C@@H]3C(=O)N(Cc4ccccc4)C(=O)[C@@H]32)C1=O	3%	-4.7	-7	2%	-16%	i	-14	nt
O=C(NN1C(=O)C2C(c3ccccc3)C=CC(c3ccccc3)C2C1=O)c1cccc(Br)c1 (stereo not given)	-15%	-1.4	-7	10%	i	i	-4	-3%
CCSc1nnc(NC(=O)c2cccc(OCc3c(C)noc3C)c2)s1	-4%	-1.3	4	5%	-14%[57.5 µM]	i	32	0%
COc1cc(/C=N/Nc2ccc(S(N)(=O)=O)cc2)cc(OC)c1OC	-7%	0.1	8	16%	-35%	i	5	-4%
CC(=O)Nc1ccc(/C=N/NC(=O)c2cccc(S(=O)(=O)N3CCOCC3)c2)cc1	21%	1.1	-2	1%	i	i	8	1%
COc1cccc(N2CCN(c3ccc4nnc(CCC(=O)Nc5ccc(OC)c(OC)c5)n4n3)CC2)c1	5%	-0.1	9	-7%	-35%[inhibitor]	i	23	1%
COc1ccc(N(C)C(=O)c2cc3c(s2)-c2c(C)cccc2OC3)c(OC)c1	-22%	-0.2	2&4	13%	-15%&-30%	i	3	-1%
COCCCNC(=O)c1ccccc1NS(C)(=O)=O	5%	-1.0	-1	4%	-7%[57.5 µM]	nt	20	1%
S=c1[nH]nc(Cc2c[nH]c3ccccc23)o1	-2%	-10	-2	-3%	i	i	-10	-3%
CC(C)NC(=O)CC1Nc2c3ccccc3nc(=S)n2C1=O (stereo not given)	0%	-1.0	3	6%	i	i	-14	?
O=C(CSc1nc2ccccc2s1)c1cc2ccccc2o1	2%	-63*	-9	25%	i	nt	-24	nt
CCc1ccc2nc(NC(=O)C3CCN(c4ncnc5sc(C)c(C)c45)CC3)sc2c1	-2%	0.8	1	2%	-45%[inhibitor]	i	6	-5%
Cc1ccccc1C1NC(c2ccccc2C)C(C)C(=O)C1C (stereo not given)	-10%	2.1	10	11%	-17%	i	3	0%
c1ccc2oc(-c3csc(NCC4CCCO4)n3)cc2c1 (stereo not given)	-11%	-1.3	3	16%	-41%[inhibitor]	i	2	-5%
NS(=O)(=O)c1ccc(CNC(=O)CCSCCC(=O)NCc2ccc(S(N)(=O)=O)cc2)cc1	3%	0.1	-3	7%	i	i	-3	2%
O=S(=O)(NCCN1CCOCC1)c1cccs1	10%	-4.5	8	9%	i	i	16	2%
COc1ccc(NC(=O)C2CCN(c3cnccn3)CC2)cc1OC	-2%	-2.4	-3	8%	i	i	-9	1%
CCCn1c(=O)[nH]c(=O)c2c(C(=O)OCC)cc(-c3cccs3)nc21	2%	-0.7	-17	-4%	i	i	4	-7%
Cc1ccnc(NC(=O)C2CCN(S(=O)(=O)c3ccc4ccccc4c3)CC2)c1	-1%	-3.5	-2	6%	i	i	3	1%
Cc1c(C(=O)C(=O)N2CCN(Cc3ccc4c(c3)OCO4)CC2)c2ccccc2n1C	-16%	-2.7	-2	3%	-32%[inhibitor]	nt	24	-6%
COC(=O)c1c(NC(C)=O)sc2c1CCCC2	11%	-2.1	7	11%	15%[57.5 µM]	i	39	-1%
COc1ccccc1N1CCN(Cc2cc(Br)c(O)c3ncccc23)CC1	20%	-2.7	-18	-1%	3%	i	-84*	2%
COc1ccc(OC)c(S(=O)(=O)Nc2cccc(-c3ccc(N4CCCCCC4)nn3)c2)c1	-4%	1.4	0&5	9%	-17%&-3%	i	-4	-10%
CCOC(=O)c1ccc(S(=O)(=O)N2CCN(CCC#N)CC2)cc1	12%	-1.8	2	3%	i	i	18	0%
CN1CCc2c(sc3c2C(=O)NC(c2ccc4c(c2)OCO4)N3)C1 (stereo not given)	13%	0.3	-17	3%	-7%[57.5 µM]	nt	-126*	0%
Cc1ccc2c(c1)sc(=NC(=O)c1cccs1)n2C	?	0.4	0	4%	-90%[inhibitor]	i	19	-8%

# (list continues)
compound	EPAC2 antag	CCT chaperon mod	DRD3 agonist	EPAC2 agonist	PTHR1 ag	Akt phos inh	D3 antag	Mm-Cpn inhibitor
O=C(CN(C(=O)c1ccccc1)C(=O)c1ccccc1)OCc1ccccc1	-4%	-2.2	8	4%	-11%	i	-3	nt
COc1ccccc1CNC(=O)Cn1cccc1C(=O)c1ccccc1	-3%	-0.9	0	-1%	-8%	i	2	0%
CC(C)(C)c1ccc(OCCC(=O)Nc2ccc(N3CCOCC3)cc2N2CCOCC2)cc1	-23%	1.5	6	1%	i	i	1	5%
COc1cc(OC)cc(-n2nnnc2SCC(=O)Nc2ccc(C(C)=O)cc2)c1	-4%	-1.6	3	7%	i	?	12	0%
CC1(C)CC(NC(=O)Nc2ccc([N+](=O)[O-])cc2)CC(C)(C)N1	1%	-1.0	-5	1%	9%	i	-25	-1%
COc1ccc(CCN2C(=O)C3C4CCC(C4=C(C)C)C3C2=O)cc1OC (stereo not given)	5%	-1.0	5	2%	-8%	i	1	0%
Cc1ccc(C(=O)COC(=O)c2cc(Cl)nc3ccccc23)cc1	-2%	-2.0	-4	10%	6%	nt	16	0%
CC1CCCCN1C(=O)C1CCCN(S(=O)(=O)c2cccc3nsnc23)C1 (stereo not given)	6%	-1.4	0	3%	-22%	i	3	-2%
CC1CCN(S(=O)(=O)c2ccc(C(=O)Nc3nnc(-c4ccncc4)o3)cc2)CC1	-26%	-2.3	8	-8%	-26%	i	-4	-1%
Cc1nn(CC2CC2)c(=O)n1-c1ccc(C(C)C)cc1	-2%	-1.5	-10	7%	-3%	i	-14	-4%
CN(C)C(=O)Cn1c(SCC(=O)Nc2ccc3c(c2)OCO3)nc2ccccc21	0%	-1.2	2	2%	i	i	0	-1%
CCOc1cc(/C=C2\SC(N3CCCC(C)C3)=NC2=O)ccc1O (stereo not given)	9%	1.7	-12	0%	i	i	?	1%
CCOC(=O)c1ccc(NC(=O)c2cc3c(C)nn(-c4ccccc4Cl)c3s2)s1	-6%	-0.8	-4	-2%	-25%	i	18	1%
